Compound activity: PubChem, NCI
cln2 rad14 – NCI yeast anticancer drug screen, S. cerevisiae cln2 rad14 strain. growth inhibition, % at 50 µM. 78,000 compounds, 8.3% hits. AID 165, 2004;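 note: 0% = growth of vehicle-only cultures of the same strain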
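Growth of compound-exposed yeast (cln2 rad14 genotype) measured and expressed as inhibition relative to vehicle.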
mec2-1 – NCI yeast anticancer drug screen, S. cerevisiae mec2-1 strain | % growth inhibition at 50 µM | 79,000 compounds, 9% hits;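 note: 0% = growth of vehicle-only cultures of the same strain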
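Readout is yeast growth inhibition, normalised to vehicle-treated controls, in the mec2-1 strain exposed to compound.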
yeast bub3 – NCI yeast anticancer drug screen, S. cerevisiae bub3 mutant strain. % growth inhibition at 50 µM. 78,000 compounds, 9.9% hits. AID 167, 2004;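 note: 0% = growth of vehicle-only cultures of the same strain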
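Compounds were applied to a genetically altered yeast strain carrying a cell-cycle control defect. Growth inhibition was scored against vehicle-treated controls.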
rad50 – NCI yeast anticancer drug screen, S. cerevisiae rad50 strain. 79,000 compounds, 10% hits. growth inhibition, % at 50 µM;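 note: 0% = growth of vehicle-only cultures of the same strain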
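Inhibition values express reduced yeast growth in compound-treated cultures relative to vehicle-treated controls.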
yeast mlh1 rad18 – NCI yeast anticancer drug screen, S. cerevisiae mlh1 rad18 strain. 79,000 compounds, 11% hits. % growth inhibition at 50 µM. AID 175, 2004;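 note: 0% = growth of vehicle-only cultures of the same strain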
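Growth inhibition of the yeast strain was measured after compound exposure and expressed relative to vehicle-treated controls. The strain carries defined defects in DNA damage repair.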
sgs1 mgt1 – NCI yeast anticancer drug screen, S. cerevisiae sgs1 mgt1 strain. growth inhibition, % at 50 µM. 78,000 compounds, 10% hits. AID 161, 2004;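 note: 0% = growth of vehicle-only cultures of the same strain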
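Mutant yeast exposed to compound; growth scored against vehicle-only wells.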
An asterisk follows results filed as active; & = joins results of further samples; ! = a repeat was not active. Cut-off read from the data, not from the text of the source: active = growth inhibition above about 70%; inactive = the rest. These rows are one share of the data. The share of hits here may be higher or lower than overall.

The first 2 compounds, ahead of the listing:
| Molecule | yeast mlh1 rad18 | rad50 | yeast bub3 | mec2-1 | sgs1 mgt1 | cln2 rad14 |
| --- | --- | --- | --- | --- | --- | --- |
| C=CC1=C(C)C2=NC1=CC1=NC(=CC3=C(C)C4=C(O)C(C(=O)OC)C(=C5NC(=C2)C(C)C5CCC(=O)OC/C=C(\C)CCCC(C)CCCC(C)CCCC(C)C)C4=N3)C(CC)=C1C (configuration not stated) | -20.9 | -17.7 | -29.1 | -33.4 | -49.8 | 3.4 |
| CCC12CCCN3CCc4c(n(c5ccccc45)C(O)(C(=O)OC)C1)C32 (configuration not stated) | 25.8&-68.9 | 18.1&-3.5 | -7.7 | 6.3&-17.6 | -5.3 | 3.9 |

All compounds of this part, from the start:
| Molecule | yeast mlh1 rad18 | rad50 | yeast bub3 | mec2-1 | sgs1 mgt1 | cln2 rad14 |
| --- | --- | --- | --- | --- | --- | --- |
| C=CC1=C(C)C2=NC1=CC1=NC(=CC3=C(C)C4=C(O)C(C(=O)OC)C(=C5NC(=C2)C(C)C5CCC(=O)OC/C=C(\C)CCCC(C)CCCC(C)CCCC(C)C)C4=N3)C(CC)=C1C (configuration not stated) | -20.9 | -17.7 | -29.1 | -33.4 | -49.8 | 3.4 |
| CCC12CCCN3CCc4c(n(c5ccccc45)C(O)(C(=O)OC)C1)C32 (configuration not stated) | 25.8&-68.9 | 18.1&-3.5 | -7.7 | 6.3&-17.6 | -5.3 | 3.9 |
| NCCO | -18.9 | -1.0 | 13.2 | 1.1 | -11.8 | -3.6 |
| O=C1c2ccccc2C(=O)c2c(O)c(O)cc(O)c21 | 85.5*! | 88.5*! | 86.1*! | 86.2*! | 86.0*! | 72.4*! |
| CC1(C)C2CC[C@]3(C)C(C(=O)C=C4[C@@H]5C[C@@](C)(C(=O)O)CC[C@]5(C)CCC43C)[C@@]2(C)CC[C@@H]1OC1OC(C(=O)O)C(O)C(O)C1OC1OC(C(=O)O)C(O)C(O)C1O (some centres not stated) (tested in a mixture with another compound) | -0.3 | 5.7 | -3.5 | -2.5 | 2.7 | -12.2 |
| CC1OC(O[C@H]2CC[C@]3(C)[C@H]4CC=C5[C@@H]6[C@@H](C)[C@H](C)CC[C@]6(C(=O)OC6OC(CO)C(O)C(O)C6O)CC[C@@]5(C(=O)O)[C@]4(C)CC[C@H]3C2(C)C)C(O)C(O)C1O (some centres not stated) | -40.5 | -11.8 | -23.2 | -1.8 | -31.6 | -29.5 |
| O=C(O)CCCCCCCC(=O)O | 27.2 | 15.4 | 5.5 | -0.5 | 16.9 | -3.0 |
| Nc1ncnc(Nc2ccccc2)n1 | 7.1 | -6.0 | -5.8 | -28.1 | -4.1 | 15.1 |
| CC1OC(OC2C(Oc3cc(O)c4c(=O)cc(-c5ccc(O)cc5)oc4c3)OC(CO)C(O)C2O)C(O)C(O)C1O (configuration not stated) | -7.7 | -6.2 | 6.3 | 5.8 | -14.2 | -19.9 |
| CC(N)C(=O)NC(C)C(=O)O (configuration not stated) | -15.4 | -20.2 | 1.9 | -5.2 | -30.4 | -21.1 |
| CC(C)=CCCC(C)(OC1OC(CO)C(O)C(O)C1O)C1CCC2(C)C1C(O)CC1C3(C)CCC(O)C(C)(C)C3C(OC3OC(CO)C(O)C(O)C3OC3OC(C)C(O)C(O)C3O)CC12C (configuration not stated) (tested in a mixture with another compound) | -44.2 | 11.5 | -11.4 | -35.0 | 5.0 | 2.9 |
| CN(C)C(=N)N=C(N)N | -21.1 | -23.2 | -42.9 | -30.1 | -27.6 | -1.8 |
| CC(CCC(=O)O)[C@H]1CCC2[C@H]3C(CC[C@@]21C)[C@@]1(C)CCC(O)C[C@H]1C[C@@H]3O (some centres not stated) | 71.6* | 75.1* | 56.1 | 73.2* | 79.3* | 73.0* |
| COc1ccccc1OC(=O)Oc1ccccc1OC | 50.0 | 36.6 | 57.8 | -11.1 | 9.4 | -37.4 |
| CC(C)(C(=O)c1cccnc1)c1cccnc1 | 12.7 | 4.2 | 17.1 | -9.2 | 17.1 | 2.3 |

Copied from the entries so far (5 entries):
| Molecule | yeast mlh1 rad18 | rad50 | yeast bub3 | mec2-1 | sgs1 mgt1 | cln2 rad14 |
| --- | --- | --- | --- | --- | --- | --- |
| C=CC1=C(C)C2=NC1=CC1=NC(=CC3=C(C)C4=C(O)C(C(=O)OC)C(=C5NC(=C2)C(C)C5CCC(=O)OC/C=C(\C)CCCC(C)CCCC(C)CCCC(C)C)C4=N3)C(CC)=C1C (configuration not stated) | -20.9 | -17.7 | -29.1 | -33.4 | -49.8 | 3.4 |
| CCC12CCCN3CCc4c(n(c5ccccc45)C(O)(C(=O)OC)C1)C32 (configuration not stated) | 25.8&-68.9 | 18.1&-3.5 | -7.7 | 6.3&-17.6 | -5.3 | 3.9 |
| NCCO | -18.9 | -1.0 | 13.2 | 1.1 | -11.8 | -3.6 |
| O=C1c2ccccc2C(=O)c2c(O)c(O)cc(O)c21 | 85.5*! | 88.5*! | 86.1*! | 86.2*! | 86.0*! | 72.4*! |
| CC1(C)C2CC[C@]3(C)C(C(=O)C=C4[C@@H]5C[C@@](C)(C(=O)O)CC[C@]5(C)CCC43C)[C@@]2(C)CC[C@@H]1OC1OC(C(=O)O)C(O)C(O)C1OC1OC(C(=O)O)C(O)C(O)C1O (some centres not stated) (tested in a mixture with another compound) | -0.3 | 5.7 | -3.5 | -2.5 | 2.7 | -12.2 |
